# Screening results: PubChem BioAssay, several laboratories
# Ecoli tolC = growth inhibitors of E. coli BW25113 tolC mutant; 2.2% of 65,000 active; growth inhibition, % at 10 µM (by protocol); OD615;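 active means growth inhibition at or above a cutoff equal to the mean over every tested compound plus 3 SD, cut at about 60% in these data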;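 further: growth measured after 20 h incubation at 37 °C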
#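 Assay system: tolC-deleted E. coli BW25113. Medium: kanamycin-containing LB broth (50 µg/mL). Dosing: 10 µM final, single dose. Timing: bacterial growth with compound for 20 h at 37 °C. Detection: A615 absorbance measurement. Read-out basis: growth inhibition in percent.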
# M1 ag = M1 muscarinic receptor agonism | CHO-M1 cells, Fluo-4 calcium fluorescence, agonist mode; hits give high values | B-score at 10 µM | 3% of 64,000 active;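 active means fluorescence rise, raw or as B-score row- and column-corrected plate score, outside the 99.7% band of its plate's samples, either direction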
# D1 mod = allosterically modulates the human D1 dopamine receptor; P21728; HEK293 D1, CRE-luciferase, dopamine EC30 potentiation; actives deviate in either direction; B-score at 10 µM; 5.9% of 58,000 active; AID 641;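 active means luminescence count or its row- and column-corrected plate score outside the 99.7% band of the plate's sample wells, on either side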
# Target sequence (P21728 whole entry, looked up): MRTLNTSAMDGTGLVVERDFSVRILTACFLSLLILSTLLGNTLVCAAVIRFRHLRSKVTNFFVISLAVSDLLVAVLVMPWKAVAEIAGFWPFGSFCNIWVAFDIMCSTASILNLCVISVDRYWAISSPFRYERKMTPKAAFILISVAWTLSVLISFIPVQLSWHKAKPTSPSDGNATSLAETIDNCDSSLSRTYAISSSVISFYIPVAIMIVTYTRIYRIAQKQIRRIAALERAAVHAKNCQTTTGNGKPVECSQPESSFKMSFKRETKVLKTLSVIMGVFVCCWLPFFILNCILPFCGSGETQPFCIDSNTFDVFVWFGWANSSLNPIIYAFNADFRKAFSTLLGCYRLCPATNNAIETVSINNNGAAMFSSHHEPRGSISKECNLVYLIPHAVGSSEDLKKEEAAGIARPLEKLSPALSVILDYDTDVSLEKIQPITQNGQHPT
# SF1 activator = SF-1 (human) activation. Q13285. CHO-K1 Gal4-SF-1 LBD luciferase reporter; % increase over DMSO SF-1-specific signal. activation, % at 10 µM. 1.9% of 65,000 active. AID 522;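 active means activation above the mean activation of all tested compounds plus 3 SD, cut at about 50% in these data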
#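 Material: Gal4–SF-1 LBD one-hybrid luciferase reporter in CHO-K1 cells | Amount: 4,000 cells per well | Compound dosing: 10 µM single point, 1% DMSO | Schedule: 20 h compound treatment, 37 °C | Measured by: SteadyLite luciferase luminescence | Evaluation: Percent activation versus DMSO | Control set: DMSO-treated SF-1-transfected cells as negative, DMSO-treated mock-transfected cells lacking SF-1 as background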
# TNAP act mid DEA = human TNAP activation, intermediate phosphate acceptor. P05186. purified TNAP, CDP-star luminescence, 100 mM DEA, 30 min; hits give high values; scale: 0 levamisole-inhibited, 1 vehicle-only enzyme. activation factor at 20 µM. 64,000 tested, under 10 active. AID 813;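 active means activation factor of at least 2 at 20 µM, relative to controls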
# Jurkat viability = cytotoxic compounds reducing Jurkat cell viability; Jurkat E6.1 viability, ATP luminescence, 48 h; inhibition, % at 4 µM; 1.2% of 56,000 active; AID 463;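 active means inhibition above the mean inhibition of all tested compounds plus 3 SD, cut at about 28% in these data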
# NADH coupling = blocks coupling enzymes of NAD/NADH assays; 0.02% of 65,000 active; IC50, µM (highest dose often 10 µM), for the others: top-dose inhibition; AID 774; coupled PK/LDH NADH assays, four targets;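 active means single-dose screening hits from any of four coupled enzyme assays that gave an IC50 when retested across doses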;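 further: the DPM-DC format reads NADH fluorescence rather than 340 nm absorbance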
# HEK293 NFkB inh = inhibitors of the PMA/ionomycin-induced NF-kB reporter in HEK293 cells | HEK-293 NF-kB luciferase reporter, luminescence | inhibition, % at 3 µM | 0.21% of 62,000 active;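 active means inhibition above the mean of all tested compounds plus 3 SD, cut at about 40% in these data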;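 further: 0% = stimulated DMSO wells and 100% = 10 µM reference inhibitor 5653914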
#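 System – HEK-293 cells with stable firefly luciferase reporter driven by four HIV NF-kB elements · Doses – one dose, 3 µM · Schedule – 1 h compound pre-incubation, 16 h PMA/ionomycin at 37 °C · Technique – luminescence from luciferase substrate reagent · Measure – percent inhibition normalized per plate to DMSO and reference-inhibitor controls · Replicates – tested once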
# M1 antag = blocks the rat M1 muscarinic receptor response to acetylcholine | CHO-M1 cells, Fluo-4 calcium, ACh EC80 antagonist mode; hits give low values | 3.4% of 64,000 active | P08482 | AID 628 | B-score at 10 µM;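 active means calcium fluorescence response, raw or row-and-column corrected B-score, differing from the plate sample mean either way at a set confidence level, mostly lower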
# Target sequence (P08482 whole entry, looked up): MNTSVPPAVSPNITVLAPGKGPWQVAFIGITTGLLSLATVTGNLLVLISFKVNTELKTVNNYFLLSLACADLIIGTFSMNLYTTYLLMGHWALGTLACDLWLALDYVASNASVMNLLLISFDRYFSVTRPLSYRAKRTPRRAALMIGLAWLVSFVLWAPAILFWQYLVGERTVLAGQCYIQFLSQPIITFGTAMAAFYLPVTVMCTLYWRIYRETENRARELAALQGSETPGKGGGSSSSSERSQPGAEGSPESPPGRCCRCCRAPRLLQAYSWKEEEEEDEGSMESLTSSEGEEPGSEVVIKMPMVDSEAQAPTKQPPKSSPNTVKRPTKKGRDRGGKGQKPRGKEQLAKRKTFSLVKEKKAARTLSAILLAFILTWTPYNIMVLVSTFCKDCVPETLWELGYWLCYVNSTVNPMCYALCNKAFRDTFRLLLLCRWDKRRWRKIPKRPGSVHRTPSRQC
# Numbers without * were called inactive; x = no result given; [ ] = dose if it differs, or a comment.
SMILES,Ecoli tolC,M1 ag,D1 mod,SF1 activator,TNAP act mid DEA,Jurkat viability,NADH coupling,HEK293 NFkB inh,M1 antag
COc1cccc(C(C(=O)NCc2ccco2)N(C(=O)Cn2nnc3ccccc32)C2CC2)c1OC (configuration not stated),-2,-0.18,-0.37,-2,0.9,5,7%,19,1.2
COc1ccc(-c2cc(C(F)(F)F)nc(N3CCN(Cc4ccccc4)CC3)n2)cc1OC,23,x,x,3,0.9,x,2%,17,x
N#Cc1c(NC(=O)CSc2nc(-c3ccco3)cc(C(F)(F)F)n2)sc2c1CCCC2,-4,0,0.61,11,0.9,0,9%,4,0.11
CSC1CCCCC1(O)CSc1nc2c(cc1C#N)CCCC2 (configuration not stated),22,-0.15,-0.59,-10,0.8,-8,4%,11,0.014
CCNC(=O)CC1C(=O)N(c2ccccc2)C(=O)N1CCC(C)C (configuration not stated),-13,-0.011,-0.45,6,0.9,9,5%,15,-0.12
CCCS(=O)(=O)N1CCC(C(=O)N2CCc3ccccc3C2)CC1,-20,1.4,0.52,12,1,-14,1%,5,0.34
O=C(CSc1nnc(Cn2cnc3ccccc32)o1)c1ccccc1,22,2.5*,1.7,4,0.9,17,2%,18,-0.41
COc1cccc(C2/C(=C(\O)c3ccc(OC)c(OC)c3)C(=O)C(=O)N2c2cc(C)on2)c1 (configuration not stated),15,0.92,-0.74,2,0.9,x,4%,x,0.33
CC(C)OCCCNc1ncnc2c1[nH]c1ccccc12,100*,3.2*,-3,-40,0.9,67*,11%,14,-4.3*
Cc1ccc(C2C(C(=O)c3cc4ccccc4o3)=C(O)C(=O)N2CCN2CCOCC2)o1 (configuration not stated),3,-0.54,0.087,21,0.9,-1,6%,4,-6.8*
CC(C)CCC(C(=O)O)C(C)CC(=O)NC1CCCCC1 (configuration not stated),-7,-0.12,-0.16,4,1,-2,9%,5,-0.038
C[C@H](N)c1nnc(SCc2ccc(Cl)cc2Cl)o1,1,0.52,-0.34,-4,0.9,-4,8%,7,-0.78
CCCCOC(=O)CCn1c(=S)oc2ccccc21,11,1.6,1,-8,0.8,-7,5%,9,-2.9
CC(C)OC(=O)c1sc2nc3c(cc2c1N)C(=O)CCC3,4,-0.81,x,35,0.8,x,3%,x,0.061
O=C1c2oc3ccccc3c(=O)c2C(c2ccc(Br)cc2)N1c1ncccn1 (configuration not stated),-12,0.0066,0.66,7,0.9,-6,4%,7,0.19
O=c1cnnc(NCc2ccccc2)[nH]1,-23,-0.32,0.89,2,0.8,-3,11%,-1,0.12
CCN1C(=O)N(C)C(N(O)C(=O)NC)C1(C)C (configuration not stated),-17,-1.5,-0.43,-4,0.9,0,6%,20,0.78
COc1cccc(-n2nnnc2SCC(=O)NCc2ccco2)c1,1,0.4,-0.15,-29,0.9,3,1%,15,-0.43
Cc1cc(C)cc(NC(=O)C2CCCN(c3nc(C)cc(C)n3)C2)c1 (configuration not stated),4,0.52,-0.77,-8,1,-14,5%,-3,0.2
O=c1[nH]cnc2cc(-c3ccccc3)sc12,8,2.2,x,56*,1,x,3%,x,-0.48

# For reference, some entries already given:
SMILES,Ecoli tolC,M1 ag,D1 mod,SF1 activator,TNAP act mid DEA,Jurkat viability,NADH coupling,HEK293 NFkB inh,M1 antag
CCN1C(=O)N(C)C(N(O)C(=O)NC)C1(C)C (configuration not stated),-17,-1.5,-0.43,-4,0.9,0,6%,20,0.78
COc1cccc(-n2nnnc2SCC(=O)NCc2ccco2)c1,1,0.4,-0.15,-29,0.9,3,1%,15,-0.43
Cc1cc(C)cc(NC(=O)C2CCCN(c3nc(C)cc(C)n3)C2)c1 (configuration not stated),4,0.52,-0.77,-8,1,-14,5%,-3,0.2
O=c1[nH]cnc2cc(-c3ccccc3)sc12,8,2.2,x,56*,1,x,3%,x,-0.48

# New compounds follow
SMILES,Ecoli tolC,M1 ag,D1 mod,SF1 activator,TNAP act mid DEA,Jurkat viability,NADH coupling,HEK293 NFkB inh,M1 antag
CCc1nnc(NC(=O)CSc2nnc(-c3c[nH]c4ccccc34)n2C)s1,10,-0.3,-0.29,4,1,5,4%,9,0.028
CC1(O)c2ccccc2C(=O)N1CCc1ccccc1F (configuration not stated),22,0.18,-1.6,12,1,-4,2%,2,0.15
CCCCOc1ccc(S(N)(=O)=O)cc1,-9,-0.64,0.55,5,1,-5,5%,4,-0.56
CCN(CC)c1ccc(C2Nc3cccc4cccc(c34)N2)c(O)c1,12,-0.58,x,29,0.9,x,1%,x,0.38
Cc1cc(C)n(C(CC(=O)N2CCc3ccccc3C2)C(=O)O)n1 (configuration not stated),6,-0.018,-0.31,-3,1,-7,4%,1,0.48
CCOC(=O)c1ccc(NC(=O)N2CCN(CCc3ccccc3)CC2)cc1,10,-2.4*,-1.4,3,0.9,-3,3%,0,-2.2*
Cc1cccc(C2CC(c3ccc(Cl)cc3)Nc3nc(N)nn32)c1 (configuration not stated),22,-2.3,2,19,0.8,-1,2%,-4,-0.079
CN(C)CC(C)(C)NS(=O)(=O)c1ccc(Cl)cc1,-21,1.5,0.041,-21,0.9,-9,4%,9,0.21
O=C(NC1CCCCCC1)C1CCN(c2nc3ccccc3o2)CC1,-10,-0.21,-1,-2,1,15,11%,21,-2.8
CCCC(=O)NCCCc1nc2ccccc2n1C(C)C,-18,-0.3,-0.0089,3,1,-2,2%,5,0.84
CCOc1ccc(N(CC(=O)Nc2cccc(F)c2)S(=O)(=O)c2c(C)noc2C)cc1,8,0.15,-0.69,14,1,3,5%,12,-0.25
O=C(O)CCCC(=O)Nc1cccc(C(F)(F)F)c1,-13,0.062,-0.19,5,1,4,5%,8,-0.83
CCOC(=O)c1c(NC(=O)Cn2c(C)nc3ccccc32)sc2c1CCC2,4,-0.4,-0.26,-8,0.8,3,4%,14,-1.6
C/C(Cl)=C/Cn1c(N2CCCC2)nc2c1c(=O)n(C)c(=O)n2C,-5,-0.31,8.5*,20,0.9,-1,7%,12,-0.017
CCOc1cc(OCC)cc(C(=O)Nc2cccnc2)c1,16,0.087,-0.36,12,0.9,x,4%,17,0.22
O=C(C1CCN(S(=O)(=O)c2cccc3nsnc23)CC1)N1CCc2ccccc21,-17,0.67,-0.74,10,0.9,-1,9%,-23,-0.045
CS(=O)(=O)N(CC(=O)N1CCCCCC1)c1ccc2c(c1)OCCO2,-8,-2.1*,-0.43,-2,1,-3,9%,14,-0.14
O=C(c1ccccc1)N1CCN(C2CC3CCC2C3)CC1 (configuration not stated),-3,0.01,0.95,-5,1,-6,3%,18,-0.31
CC(C)C[C@H](NC(=O)OC(C)(C)C)C(=O)N1CCC(C(=O)N[C@@H](Cc2ccccc2)C(=O)O)CC1,-15,-0.065,0.029,-6,0.9,x,6%,9,0.42
C=C(C)Cn1c(SCC(=O)O)nnc1-c1ccc(C(C)(C)C)cc1,7,0.12,-0.72,-1,0.9,x,2%,11,-0.04
CC(=O)NCc1ccc(-c2csc(N)n2)s1,-13,-0.042,0.14,-7,1,-3,6%,2,0.17
Cc1ccc(S(=O)(=O)c2c(N)n(Cc3ccco3)c3nc4ccccc4nc23)cc1,17,12*,x,-9,0.9,x,6%[fluoresces],17,0.051
COc1ccc(OCC(=O)N2CCOCC2)cc1,-12,0.13,0.81,6,1,-4,4%,5,-0.054
CCCN1Cc2cccc(C(=O)Nc3ccc4c(c3)OCCO4)c2C1=O,9,2.2,2.1,19,0.5,-2,6%,10,-1.1
Cc1c(Cl)cccc1NC(=O)CC(NCCN1CCOCC1)C(=O)O (configuration not stated),-12,0.27,-0.43,1,0.9,1,4%,13,0.19
COc1ccc(OC)c(CCNC(=O)Cn2sc3nc(C)cc(C)c3c2=O)c1,-9,8*,-0.046,-24,0.6,-2,16%,18,-0.49
Cc1ccc(-n2c(=O)cc(N3CCc4ccccc4C3)[nH]c2=O)cc1,10,-0.55,-1.6,8,x,x,5%,21,0.43
CC1=Nn2c(nnc2-c2n[nH]c3c2CCC3)SC1,-9,-0.85,-0.0096,-14,0.9,5,3%,17,0.75
Cc1c(C(=O)OC2CCCC2)[nH]c2c1C(=O)CC(c1ccco1)C2 (configuration not stated),10,-0.55,6,-44,0.9,100*,0%,26,-0.92
Cc1ccc2cc(-c3noc(C(C)(C)C)n3)c(=O)[nH]c2c1,2,-0.47,0.036,-3,0.9,-8,14%,4,-1.1
CCN1CCN(C(=O)C2c3cc(OC)c(OC)cc3C(=O)N3CCc4ccccc4C23)CC1 (configuration not stated),-25,0.95,-0.081,2,0.9,-6,6%,10,-0.74
CCCn1nnc(NC(=O)COc2ccccc2Cl)n1,4,1.4,-0.00071,-11,0.9,-1,6%,5,-0.91
NCCN1CCN(CCN)CC1,-17,-0.068,0.04,7,0.9,-2,3%,23,0.093
CCCn1c(SCC(=O)N2CCCc3ccccc32)nnc1-c1ccccn1,21,0.46,-0.41,-1,1,5,2%,8,-1.6
CCc1ccc(NC(=O)CCn2c(=O)oc3ccccc32)cc1,-10,-0.38,1.3,-8,0.9,-6,5%,18,-0.1
CCOC(=O)c1ccc(NC(=O)CSc2nnc(-c3cccs3)n2CC)cc1,1,0,-0.8,15,1,3,4%,8,0.37
COc1cccc(-c2cc(C(=O)N3CCN(C(c4ccccc4)c4ccccc4)CC3)no2)c1,-4,-0.94,0.27,3,1,-7,2%,14,0.67
Cc1cc2cc(CNC(=O)C3CCCC3)ccc2n1C,0,-0.57,-0.045,1,0.9,-7,6%,0,0.71
COC(=O)Cc1cc(=O)[nH]c(/N=C(/NC(=O)c2ccccc2)Nc2ccccc2C)n1,16,-0.96,1.8,-20,0.9,3,2%,12,0.11
Cc1ccccc1-c1nnc(SCc2ccc(F)cc2)o1,54,0,0.44,13,0.8,-8,5%,-3,0.046

# The closing 2 compounds of the section before come first, to join the parts.
SMILES,Ecoli tolC,M1 ag,D1 mod,SF1 activator,TNAP act mid DEA,Jurkat viability,NADH coupling,HEK293 NFkB inh,M1 antag
COC(=O)Cc1cc(=O)[nH]c(/N=C(/NC(=O)c2ccccc2)Nc2ccccc2C)n1,16,-0.96,1.8,-20,0.9,3,2%,12,0.11
Cc1ccccc1-c1nnc(SCc2ccc(F)cc2)o1,54,0,0.44,13,0.8,-8,5%,-3,0.046
CCOc1ccccc1OCc1nn2c(-c3ccc(C)cc3)nnc2s1,16,-0.0021,-0.017,10,0.8,-9,9%,4,-1
OC(COc1c(Br)cc(Br)cc1Br)CN1CCOCC1 (configuration not stated),-6,0.014,-1,0,0.8,-3,8%,1,0.44
O=C(c1cccc(C(=O)N2CCN(c3ccc(F)cc3)CC2)c1)N1CCN(c2ccc(F)cc2)CC1,15,3.5*,x,-6,0.9,37*,2%,26,-1.4
CCOC(=O)c1c(CC(C)C)csc1NC=O,19,0.069,17*,-7,0.9,1,14%,12,0.41
CC(=O)c1cccc(NC(=O)C2CCN(S(=O)(=O)c3c(C)n[nH]c3C)CC2)c1,-3,0.5,-0.39,8,0.8,-5,5%,9,-0.11
C/C(=C1/SC(=S)N(CCC(=O)O)C1=O)c1ccc(O)cc1,14,0.057,0.73,10,0.6,x,5%,3,-0.0059

# A few values from the results shown.
# Entry for C/C(=C1/SC(=S)N(CCC(=O)O)C1=O)c1ccc(O)cc1 under M1 ag: 0.057
# Entry for CC(=O)c1cccc(NC(=O)C2CCN(S(=O)(=O)c3c(C)n[nH]c3C)CC2)c1 under Ecoli tolC: -3
# Entry for O=C(c1cccc(C(=O)N2CCN(c3ccc(F)cc3)CC2)c1)N1CCN(c2ccc(F)cc2)CC1 under NADH coupling: 2%

# Compounds were not picked by outcome; any-hit rate near 15%.
